AMPAR-TARP mod: modulators of AMPA receptor GluA2-stargazin complexes. calls only at 30 µM. O88602+P19491. hit rate 3.5% among 40,000. HEK293 GluA2+stargazin, membrane potential dye (FDSS), glutamate EC50; hits were called plate by plate, in both directions;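 active = any of four per-well response measures lying three or more SD from its plate-wide compound average, in either direction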
AMPAR-TARP mod agonism max-min: recorded beside AMPAR-TARP mod, whose call it bears; compound max-min signal; compound-alone response (agonism);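 unitless range of fluorescence divided by baseline over first 100 seconds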
AMPAR-TARP mod glutamate slope: recorded beside AMPAR-TARP mod, whose call it bears; glutamate slope, % of max; measured here: glutamate response slope, % max;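 scaled per plate between vehicle wells and maximal 1 mM glutamate control wells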
* marks the source's active call; other numbers are inactive results; i = inactive; + = active, no number; & = joins results of further samples. A portion of the library (hit frequency here may not be typical).

# | Structure | AMPAR-TARP mod | AMPAR-TARP mod agonism max-min | AMPAR-TARP mod glutamate slope
1 | O=C1Cc2cc(NC(=O)C3CCCC3)ccc2N1 | i | 0.045 | 48
2 | CCCC(=O)Nc1sc2c(c1-c1nc3ccccc3s1)CCN(C(=O)OCC)C2 | i | 0.061 | 42
3 | COc1ccc(Cl)cc1S(=O)(=O)Nc1ccc2c(c1)N(C(=O)C(C)(C)C)CC2 | + | 0.12* | 61*
4 | O=C1OC2CC1N(C(=O)c1cc(C3CC3)on1)C2 (centres undefined) | i | 0.1 | 52
5 | CC(C(=O)NCCOc1ccc(F)cc1)n1nnc2ccccc2c1=O (centres undefined) | i | 0.12 | 64
6 | CCN1CCN(c2ccc(N3CCN(C(=O)c4cccc(F)c4)CC3)nn2)CC1 | i | 0.064 | 46
7 | CCc1ccc(S(=O)(=O)Nc2ccc(C)c(N3CCCC3=O)c2)s1 | i | 0.086 | 48
8 | O=C(NCC#CCN1CCc2ccccc2C1)c1ccsc1 | i | 0.065 | 54
9 | O=C(NCC1CC1)C1CCN(c2cc(Oc3ccccc3)ncn2)CC1 | i | 0.095 | 45
10 | Cc1ccc(C)c(OC(C)C(=O)Nc2c(C)nc3ccccn3c2=O)c1 (centres undefined) | i | 0.08 | 61
11 | CCSc1nnc(NC(=O)Cn2cnc(-c3ccc(C)cc3)cc2=O)s1 | i | 0.093 | 63
12 | COc1ccc(S(=O)(=O)Nc2ccc3c(c2)N(C(=O)C2CC2)CC3)cc1OC | i | 0.083 | 52
13 | COc1ccc(F)cc1S(=O)(=O)NCC(C)(O)CCSC (centres undefined) | i | 0.11 | 61
14 | CSc1ncccc1C(=O)N1CCC(CNC(=O)c2ccc3nsnc3c2)CC1 | i | 0.051 | 46
15 | C#CCn1c(=NC(=O)c2ccnn2CC)sc2cccc(F)c21 | i | 0.11 | 47
16 | Cn1cccc1C(O)CNC(=O)C(C)(C)C (centres undefined) | i | 0.099 | 62
17 | CCOC(=O)N1CCC(NC(=O)CCc2sc(C)nc2-c2cccs2)CC1 | i | 0.11 | 56
18 | COc1ccc(-c2ccc(=O)n(CC(=O)NCc3ccccc3OC)n2)cc1 | i | 0.022 | 60
19 | CCCC(=O)n1nc(-c2ccc(OC)cc2)nc1N | i | 0.054 | 31
20 | CC(C)c1cc(=O)[nH]c(-n2nc(-c3ccco3)cc2NC(=O)c2ccc3c(c2)OCO3)n1 | i | 0.13 | 49
21 | CCSc1ccccc1C(=O)N1c2ccccc2CC1C(N)=O (centres undefined) | i | 0.047 | 42
22 | COC(=O)c1ccc(NC(=O)C(=O)NCC2CCN(Cc3ccccc3)CC2)cc1 | i | 0.11 | 58
23 | CCc1ccc(S(=O)(=O)Nc2ccc3c(c2)CCC(=O)N3Cc2ccccc2)cc1 | i | 0.082 | 36
24 | Cc1ccc(OCCCC(=O)Nc2cc(C)cc(C)c2)cc1 | i | 0.073 | 69
25 | O=C(Nc1ccc2c(c1)N(C(=O)C1CC1)CC2)c1cccc(F)c1 | i | 0.19 | 66
26 | COc1ccccc1NC(=O)CSc1nnnn1-c1ccc(C(C)C)cc1 | i | 0.075&0.034 | 55&103
27 | O=C(NCC1(O)CCCC1)C1(c2cccs2)CCCC1 | i | 0.023 | 50
28 | O=C(CCCn1c(=S)[nH]c2ccc(Br)cc2c1=O)NCc1cccc(Cl)c1 | i | 0.11&0.046 | 50&105
29 | O=C(NCC1CCN(C(=O)COc2ccccc2)CC1)c1ccccn1 | i | 0.07 | 58
30 | COC(=O)c1ccc(NC2SC(=O)N(c3ccc(F)cc3)C2=O)cc1 (centres undefined) | i | 0.11 | 63
31 | O=C(CSc1nc(=O)n(CCCO)c2c1CCCC2)N1CCN(c2ccccc2)CC1 | i | 0.035 | 56
32 | O=C(CSc1nc(=O)n(CCCO)c2c1CCC2)Nc1ccc2c(c1)OCO2 | i | 0.052 | 57
33 | CNc1nc2c(c(=O)[nH]c(=O)n2C)n1CCc1ccc(OC)cc1 | i | 0.14 | 56
34 | COc1ccc(C)c2sc(N(Cc3ccccc3)C(=O)CCCS(=O)(=O)c3ccccc3)nc12 | i | 0.049 | 45
35 | CCc1nnc(NC(=O)c2nnn(-c3ccc(OC)cc3)c2C)s1 | i | 0.056&0.042 | 39&101
36 | CCOC(=O)N1CCN(C(=O)c2ccc(N3CCCC3)nn2)CC1 | i | 0.05 | 48
37 | CN(C)c1ccc(C(=S)N2CCN(C(=S)c3ccc(Br)cc3)CC2)cc1 | i | 0.085 | 53
38 | CCCCOc1cccc2c1CCN(Cc1ccccc1)C2=O | i | 0.091 | 69
39 | O=C(NCCOc1ccc2nnc(-c3ccccc3)n2n1)c1ccco1 | i | 0.094 | 66
40 | COc1ccc(OC)c(-c2ccc(=O)n(Cc3ccc(Cl)cc3Cl)n2)c1 | i | 0.1 | 107
41 | O=C(NCCCn1nc(-c2ccco2)ccc1=O)c1ccc(F)cc1 | i | 0.091 | 59
42 | Cc1cc(C)n(CC2CCN(C(=O)CSC3CCCC3)CC2)n1 | i | 0.11 | 78
43 | CCNC(=O)C1Cc2ccccc2N1C(=O)Nc1cc(OC)c(OC)c(OC)c1 (centres undefined) | i | 0.048 | 48
44 | CCc1nnc(NC(=O)c2ccc(COc3ccccc3C)o2)s1 | i | 0.11 | 58
45 | Cc1sc2ncn(CCC(=O)O)c(=O)c2c1C | i | 0.11 | 56
46 | CCOc1cc(C)ccc1S(=O)(=O)N1CCN(C)CC1 | i | 0.06 | 53
47 | O=C(Cc1ccccc1Cl)NCCN1CCC(c2cccs2)CC1 | i | 0.057 | 54
48 | Cc1ccc(C)c(COc2ccc(N3CCn4c3nc3c4c(=O)n(C)c(=O)n3C)cc2)c1 | i | 0.11 | 63
49 | COc1ccc(NC(=O)CSC2=NS(=O)(=O)c3ccc(C)cc3N2)cc1OC | i | 0.079 | 63
50 | COc1cccc(OC)c1C(=O)N1CCN(c2ccc(-c3ccccc3C)nn2)CC1 | i | 0.017 | 30
51 | COc1cccc(-c2cc(CC(=O)Nc3ccc(F)cc3)no2)c1 | i | 0.12 | 58
52 | O=C(Nc1nc2ccc([N+](=O)[O-])cc2s1)c1ccc(S(=O)(=O)N2CCCCC2)cc1 | i | 0.13 | 54
53 | COc1cccc(CN(c2cccc(C)c2)S(=O)(=O)c2ccc3nncn3c2)c1 | i | 0.1 | 63
54 | NC(=O)c1ccc(NC(=O)C(=O)N2CCN(c3ccccc3F)CC2)cc1 | i | 0.12 | 62
55 | COc1cc(/C=C/C(=O)Nc2nnc(C3CCCCC3)o2)cc(OC)c1OC | i | 0.064 | 62
56 | O=C(c1cc2cccnc2n(Cc2ccc(F)cc2)c1=O)N1CCC(Cc2ccccc2)CC1 | i | 0.036 | 71
57 | COc1ccc(N2CCCS2(=O)=O)cc1NC(=O)NCc1cccs1 | i | 0.08 | 59
58 | CC1CCc2c(sc(NC(=O)Oc3ccccc3)c2C(N)=O)C1 (centres undefined) | i | 0.092 | 68
59 | Cc1ccc(S(=O)(=O)Nc2ccc3c(c2)N(C(=O)c2cccs2)CC3)c(C)c1 | i | 0.072 | 56
60 | COC(=O)c1sccc1S(=O)(=O)N(CC(=O)Nc1cccc(OC)c1)c1ccc(Cl)cc1 | + | 0.074* | 92*

(continued)
# | Structure | AMPAR-TARP mod | AMPAR-TARP mod agonism max-min | AMPAR-TARP mod glutamate slope
61 | CCNC(=O)N1CCN(Cc2nc(-c3cccs3)cs2)CC1 | i | 0.13 | 44
62 | COc1ccc(Cl)cc1NC(=O)NCC1(c2cccs2)CC1 | i | 0.13 | 49
63 | O=C(NCCCn1ccnc1)c1ccc(S(=O)(=O)N2CCOCC2)o1 | i | 0.11 | 56
64 | O=C(CCCn1nc(-c2cccs2)ccc1=O)Nc1ccc(-c2ccc(=O)[nH]n2)cc1 | i | 0.023 | 28
65 | CC(C)c1c(C(=O)Nc2nccs2)nnn1-c1cccc(C(F)(F)F)c1 | i | 0.098 | 69
66 | COc1ccc(C)c2sc(N(CCN3CCOCC3)C(=O)c3ccc(Cl)s3)nc12 | + | 0.34* | 86*
67 | O=C(Cc1ccc(NS(=O)(=O)c2ccccc2F)cc1)NC1CC1 | i | 0.055 | 34
68 | COc1cn(CC(=O)N2CCCc3ccccc32)c(CSc2nc(C)cs2)cc1=O | i | 0.035 | 50
69 | CC(=O)Nc1ccc(C2=NN(C(=O)c3ccco3)C(c3ccco3)C2)cc1 (centres undefined) | i | 0.087 | 69
70 | CNC(=O)Cc1ccc(NS(=O)(=O)c2cc(Cl)ccc2OC)cc1 | i | 0.076 | 37
71 | COc1ccc(Cn2c(-n3nc(C)cc3C)nc3c2c(=O)n(CC(C)C)c(=O)n3C)cc1 | i | 0.073 | 65
72 | COc1ccc(-c2nnc(NC(=O)c3cc(C)nn3C)o2)cc1OC | + | 0.15* | 44*
73 | CNC(=O)c1ccsc1NC(=O)C1CCN(S(=O)(=O)c2ccc(C)cc2)CC1 | i | 0.11 | 55
74 | COc1ccc(SCCC(=O)Nc2cc([N+](=O)[O-])ccc2OC)cc1 | i | 0.15 | 63
75 | O=C(Cn1cncn1)Nc1ccc(S(=O)(=O)Nc2nccs2)cc1 | i | 0.097 | 60
76 | O=C(Nc1nnc(-c2ccc(Br)s2)o1)C1COc2ccccc2O1 (centres undefined) | i | 0.096 | 24
77 | O=C(c1ccccc1)N1CCN(S(=O)(=O)c2cc3c4c(c2)CCC(=O)N4CCC3)CC1 | i | 0.11 | 58
78 | O=C(Nc1cc2c3c(c1)CCN3C(=O)CC2)c1ccc2c(c1)OCO2 | i | 0.14 | 63
79 | CCOC(=O)c1ccc(NC(=O)c2ccco2)cc1 | i | 0.051 | 51
80 | CC(=O)c1ccc(S(=O)(=O)NCCOc2ccc(-c3ccc(F)cc3)nn2)cc1 | i | 0.11 | 55
81 | Cc1nnsc1C(=O)NCCn1ncc2c(N3CCN(c4ccccc4)CC3)ncnc21 | i | 0.12 | 67
82 | Cc1ccc(OCC(=O)Nc2nnc(C(C)C)s2)c(Br)c1 | i | 0.08 | 68
83 | O=C(C1CC1)N1CCc2ccc(NC(=O)C3(c4ccccc4)CCOCC3)cc21 | i | 0.094 | 64
84 | CC(C)C(=O)NCC1CCN(Cc2ccncc2)CC1 | i | 0.042 | 26
85 | COc1ccc(NC(=O)c2ccccc2NS(=O)(=O)c2ccc(Cl)cc2)c([N+](=O)[O-])c1 | i | 0.1 | 50
86 | O=c1c(-c2ccc(Br)cc2)coc2cc(O)ccc12 | i | 0.13 | 52
87 | O=C(C1CCCCC1)N(CCN1CCOCC1)c1nc2c(F)cc(F)cc2s1 | i | 0.042 | 60
88 | O=C(Cc1ccc(F)cc1)NCC1CCN(C(=O)COc2ccccc2)CC1 | i | 0.081 | 59
89 | COc1ccc(NS(=O)(=O)c2cccc(F)c2)cc1N1CCCCC1=O | i | 0.033 | 40
90 | O=C(NCCc1ccccc1)NCCc1ccsc1 | i | 0.017 | 10

Grouped by structure, those above containing a tert-butyl group
# | Structure | AMPAR-TARP mod | AMPAR-TARP mod agonism max-min | AMPAR-TARP mod glutamate slope
3 | COc1ccc(Cl)cc1S(=O)(=O)Nc1ccc2c(c1)N(C(=O)C(C)(C)C)CC2 | + | 0.12* | 61*
16 | Cn1cccc1C(O)CNC(=O)C(C)(C)C (centres undefined) | i | 0.099 | 62

Following part.
# | Structure | AMPAR-TARP mod | AMPAR-TARP mod agonism max-min | AMPAR-TARP mod glutamate slope
91 | Cc1cc(-c2nnc(NC(=O)Cn3cnc4c3c(=O)n(C)c(=O)n4C)o2)n(C)n1 | i | 0.089 | 58
92 | O=C(/C=C/c1cccs1)N(CCN1CCOCC1)c1nc2ccc(Cl)cc2s1 | i | 0.046 | 47
93 | CC(=O)Nc1ccc(OCC(O)CN2CCC(C)CC2)cc1 (centres undefined) | i | 0.056 | 41
94 | COc1cn2c(cc1=O)C(=O)N(CCNC(=O)CC1CCCC1)CC2 | i | 0.096 | 53
95 | Cc1ccc(CC2CC(=O)N(c3ccc(Cl)cn3)C2=O)cc1 (centres undefined) | i | 0.056 | 33
96 | COc1cccc(N2CC(C)Cn3c2nc2c3c(=O)n(C)c(=O)n2C)c1 (centres undefined) | i | 0.1 | 27
97 | COc1ccccc1C(=O)N1CCN(c2nccn2-c2ccccc2F)CC1 | i | 0.02 | 23
98 | COc1ccc(Nc2nnc(C)c(=O)[nH]2)cc1OC | i | 0.075 | 56
99 | COc1cccc2cc(C(=O)NCC3CCN(C(=O)COc4ccccc4)CC3)oc12 | i | 0.079 | 69
100 | O=C(Cc1c[nH]c2ccccc12)NCCNc1ccc(Nc2ccncc2)nn1 | i | 0.2 | 43
101 | CCCOc1ccc(N2CCN(C(=O)c3c(F)cccc3Cl)CC2)nn1 | i | 0.092 | 60
102 | Cn1nc2c(c1NC(=O)c1ccc3c(c1)OCCO3)CCC2 | i | 0.066 | 48
103 | O=C(Cn1c(=O)oc2ccccc21)NCC(c1cccs1)N1CCOCC1 (centres undefined) | i | 0.086 | 44
104 | COc1cccc(CNC(=O)Cn2nc(S(=O)(=O)c3ccc(C)cc3)ccc2=O)c1OC | i | 0.081 | 60
105 | COc1ccc2nc(N3CCN(C(=O)CCCS(=O)(=O)c4ccccc4)CC3)sc2c1 | i | 0.094 | 51
106 | CC(=O)c1ccc(N2CCN(C(=O)c3cc(-c4cccs4)nn3C)CC2)cc1 | i | 0.075 | 65
107 | O=S(=O)(CCCOc1ccc2c(c1)OCO2)NCCC1=CCCCC1 | i | 0.086 | 58

An excerpt from above with just AMPAR-TARP mod.
no.	Molecule	AMPAR-TARP mod
13	COc1ccc(F)cc1S(=O)(=O)NCC(C)(O)CCSC (centres undefined)	i
14	CSc1ncccc1C(=O)N1CCC(CNC(=O)c2ccc3nsnc3c2)CC1	i
15	C#CCn1c(=NC(=O)c2ccnn2CC)sc2cccc(F)c21	i
16	Cn1cccc1C(O)CNC(=O)C(C)(C)C (centres undefined)	i
17	CCOC(=O)N1CCC(NC(=O)CCc2sc(C)nc2-c2cccs2)CC1	i
